# High-throughput results: PubChem BioAssay, several laboratories
# OPRM1-OPRD1 ag: agonists of human mu-delta opioid receptor heterodimerization. cells, OPRM1-OPRD1 heterodimerization, luminescence. activation, % at 9.3 µM. 340,000 tested, 0.3% active; in the data active means activation above about 18%;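 further: 0% = vehicle-treated cells and 100% = reference agonist; values of inactives mirror those of a sister screen read the other way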
# Arr AP2 block: inhibitors of human beta-arrestin and AP2 interaction; FITC-arrestin peptide / GST-AP2 beads, flow cytometry; AP2 beta2 appendage carries R879A mutation; inhibition, % at 10 µM; 340,000 tested, 0.31% active; AID 504490;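 active means inhibition above a set limit, near 3 SD of compounds lacking own fluorescence, cut at about 54% in these data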;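 further: plate controls were DMSO wells for no effect and 5 µM unlabelled arrestin peptide for full effect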
#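 System: GST-tagged AP2 beta2-adaptin appendage (R879A) on 4 µm glutathione beads / Reagent: FITC-arrestin peptide, 50 nM / Detection: HyperCyt-sampled flow cytometry, FL1 channel, ex 488/em 535 nm / Timing: 12 min plus 1 h, RT / Buffer or medium: PBS plus Tween 20 (0.05%) and BSA (0.1%)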
# V-ATPase pH: yeast V-ATPase proton transport regulation by pHLuorin; AID 504577; response, % at 10 µM; S. cerevisiae, pHLuorin cytosolic pH fluorescence; 350,000 tested, 0.37% active; in the data active means response mostly above about 7.3%, no sharp cut-off; inactive means mostly below about 5.4%; further: actives read high; inactives centre near 0; some compounds called inactive have numbers as strong as hits; reference of the scale not given here
# Wnt bcat act: Wnt/beta-catenin pathway activation | Wnt/beta-catenin reporter cell assay, activator, plate reader | activation, % at 9.35 µM | 300,000 tested, 1.2% active | AID 743398; in the data active means activation above about 30%, passing the limit was not always enough;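 further: 0% = neutral control wells and 100% = positive control wells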
# Cardiac RTF inh: cardiac RTF calcium desensitization | IANBD-labeled cardiac RTF, Ca2+ fluorescence | inhibition, % at 7.15 µM | P19429+P45379 | 340,000 tested, 0.12% active;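 active means inhibition above the mean inhibition of all tested compounds plus 3 SD, cut at about 17% in these data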;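 further: assay run at fixed EC70 calcium of 1.6 mM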
# Keap1 Nrf2 FP: inhibitors of human Keap1-Nrf2 protein-protein interaction; Q14145; Keap1 Kelch-Nrf2 peptide fluorescence polarization, 1536-well; inhibition, % at 9.4 µM; 340,000 tested, 0.15% active; in the data active means inhibition above about 12%;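 further: human Keap1 Kelch domain with fluorescein labeled Nrf2 9mer peptide probe; 0% = neutral control wells and 100% = peptide positive control; higher means more block of Keap1 binding to Nrf2 peptide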
# LANA DNA inh: inhibitors of KSHV LANA C-terminal domain DNA binding. 340,000 tested, 0.078% active. inhibition, % at 9 µM. AID 504423. MBP-C-LANA/FAM-LBS DNA binding, fluorescence polarization;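 active means highest replicate inhibition at or above 60% at 9 µM, even if other replicates fall short; inactive means all replicates below 60% inhibition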;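 further: 0% = neutral control wells and 100% = 4 µM acridine orange control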
# MOR-DOR inv ag: inverse agonist of human OPRM1-OPRD1 heterodimerization; P35372+P41143; cell-based MOR-DOR heterodimer luminescence, inverse agonism; inhibition, % at 9.3 µM; 340,000 tested, 0.21% active; AID 504357; in the data active means inhibition above about 22%, passing the limit was not always enough;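 further: 0% = cells with DMSO and 100% = wells without cells with DMSO; values of inactives mirror those of a sister screen read the other way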
# RTF Ca sens act: increases calcium sensitivity of human cardiac regulated thin filaments. 340,000 tested, 0.24% active. AID 493008. activation, % at 7.2 µM. P19429+P45379. IANBD-labeled TnC RTF fluorescence at EC20 calcium; 0% EC20 calcium, 100% full calcium;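 active means activation above the mean over all tested compounds plus 3 SD, cut at about 30% in these data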;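 further: rise in fluorescence read as greater calcium sensitivity of cardiac thin filaments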
# Pemphigus Ab inh: inhibitors of pemphigus antibody binding to human desmoglein-3; P32926; binding (percent of control), % at 10 µM; DSG3-coupled beads, scFv-anti-DSG3-GFP binding, flow cytometry; stronger effect = lower value; 310,000 tested, 0.48% active;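 active means binding more than 3 SD below its plate's average and above zero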;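 further: hits lower antibody fragment binding to DSG3; some compounds called inactive have numbers as strong as hits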
# Target sequence (P32926 whole entry, looked up, the tested form may be a part): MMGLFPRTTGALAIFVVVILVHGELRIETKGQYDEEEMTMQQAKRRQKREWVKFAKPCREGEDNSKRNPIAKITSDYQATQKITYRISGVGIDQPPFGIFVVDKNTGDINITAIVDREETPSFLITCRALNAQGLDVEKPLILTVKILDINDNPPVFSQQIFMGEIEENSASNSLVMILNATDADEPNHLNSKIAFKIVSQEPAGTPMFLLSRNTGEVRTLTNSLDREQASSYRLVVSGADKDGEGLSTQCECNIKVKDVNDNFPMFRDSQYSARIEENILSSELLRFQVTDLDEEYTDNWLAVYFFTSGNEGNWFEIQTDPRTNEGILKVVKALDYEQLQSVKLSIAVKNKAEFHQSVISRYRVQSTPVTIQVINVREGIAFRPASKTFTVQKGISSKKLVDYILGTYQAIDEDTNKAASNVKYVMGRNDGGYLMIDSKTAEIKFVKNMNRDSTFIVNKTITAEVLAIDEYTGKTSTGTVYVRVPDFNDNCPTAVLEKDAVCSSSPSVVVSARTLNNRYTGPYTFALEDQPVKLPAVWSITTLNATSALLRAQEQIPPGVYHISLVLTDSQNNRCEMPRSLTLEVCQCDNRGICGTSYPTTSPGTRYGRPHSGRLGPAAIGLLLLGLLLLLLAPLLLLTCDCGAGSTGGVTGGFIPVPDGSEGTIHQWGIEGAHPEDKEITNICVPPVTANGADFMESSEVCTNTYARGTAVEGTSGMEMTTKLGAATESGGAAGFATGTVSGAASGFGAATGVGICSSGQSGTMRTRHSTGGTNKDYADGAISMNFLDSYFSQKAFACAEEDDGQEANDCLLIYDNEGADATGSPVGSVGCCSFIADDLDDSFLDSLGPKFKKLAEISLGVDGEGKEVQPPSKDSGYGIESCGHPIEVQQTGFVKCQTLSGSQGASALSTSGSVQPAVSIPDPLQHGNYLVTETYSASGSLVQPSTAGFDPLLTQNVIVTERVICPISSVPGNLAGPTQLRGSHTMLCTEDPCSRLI
# Starred values were filed as active, the others as inactive; nt = not tested or not shown.
SMILES,OPRM1-OPRD1 ag,Arr AP2 block,V-ATPase pH,Wnt bcat act,Cardiac RTF inh,Keap1 Nrf2 FP,LANA DNA inh,MOR-DOR inv ag,RTF Ca sens act,Pemphigus Ab inh
COC(=O)c1sc(N2C(=O)C(O)=C(C(=O)c3ccc(C)o3)C2c2cccs2)nc1C (centres undefined),-7.9,0,-2,0,-10,-14,-0.2,26,0,104
O=C(NNC1=NCCC1)c1cccc(S(=O)(=O)N2CCCC2)c1,0.9,-3,-4,-2,-22,-3,-0.6,-7,3,95
CC(=O)NC1=NN(C(C)=O)C(C)(c2ccccc2)S1 (centres undefined),-2.5,23,0,-3,-6,-1,1.9,14,-4,119
Cc1cc(C)cc(NC(=O)COc2coc(CN3CCN(c4ccccc4)CC3)cc2=O)c1,1.6,8,-1,3,-10,-1,-3.8,-10,3,104
COc1cccc(/C=N/NC(=O)c2nnn(-c3nonc3N)c2C(C)C)c1,-0.1,8,-5,-1,-16,0,-0.4,1,-5,96
O=C(Nc1ccccc1)c1ccc[n+](Cc2ccc([N+](=O)[O-])cc2)c1,-3.1,30,-1,nt,5,2,-1.5,16,0,84
CCOC(=O)/C=C1\CC(C(=O)OCC)Oc2ccccc21 (centres undefined),-1.1,33,-3,-1,-3,1,-1.3,5,-8,106
COC(=O)CCCCCC(CCC(=O)OC)NC(C)=O (centres undefined),-2.6,2,-3,nt,3,-7,-0.5,13,-1,102
CCn1ncc(C2=NOC(C(=O)Nc3cccc(O)c3)C2)c1C (centres undefined),-1.3,-10,-2,0,4,-4,-0.4,7,3,98
CCOC(=O)C1(CCOc2ccccc2)CCN(Cc2ccc(C(=O)OC)cc2)CC1,3.0,-14,-4,-4,-6,2,-1.5,-15,1,111
COc1ccc(C)cc1NC(=S)N1CC(C)OC(C)C1 (centres undefined),-0.2,4,15*,-3,-1,-1,0.5,1,-4,113
O=C(Nc1ccc(Cl)c(Cl)c1)N1N=CCC1c1ccccc1 (centres undefined),5.4,32,-5,-1,4,-6,-0.9,-31,-4,99
Cc1cc(NC(=O)COn2nnc3ccccc32)no1,-2.3,3,-1,nt,-5,1,-0.7,10,-3,106
CN1CCN(NC(=O)c2cn(-c3ccccc3)nc2-c2cccs2)CC1,-2.1,-3,1,3,-7,-2,-2.2,13,-4,87
Cc1ccc2c(c1)[C@H]1[C@H](CO2)[C@H](c2ccccc2)[C@]2(C)C(=O)Nc3ccccc3C(=O)N12,1.8,-8,3,-2,-3,-2,-1.1,-11,6,97
CCOC(=O)N1CCN(C(=O)Cc2cccs2)CC1,0.2,-2,-6,nt,-14,0,-1.1,-1,-2,79
CC1(C)OC(=O)C(=CNc2ncccn2)C(=O)O1,-1.1,8,-5,0,-4,-2,-0.2,6,4,103
Cc1cc(Cl)ccc1OCC(=O)NNC(=O)c1cnccn1,-3.4,-8,2,-3,-4,-3,-0.1,18,0,103
CN(C)C(=O)COc1ccc(S(=O)(=O)c2ccc(OCC(=O)N(C)C)cc2)cc1,-3.5,19,0,1,-10,-5,-0.3,18,-8,88
O=C1CCC(C(=O)OC(C(=O)Nc2ccc([N+](=O)[O-])cc2Br)c2ccccc2)=NN1 (centres undefined),3.6,25,-2,3,-3,-5,0.4,-14,-4,95
N#Cc1cnn(-c2ccccc2)c1NC(=O)CN1CCN(c2ccccc2)CC1,nt,22,-2,-2,nt,nt,nt,nt,nt,100
Cc1cc(=O)oc2cc(OCC(=O)N3CCC(C(N)=O)CC3)ccc12,-1.6,-1,-1,-1,0,-4,0.9,8,2,nt
O=C(Nc1ccccn1)NC1CCCCC1,-1.0,-19,-2,nt,1,2,1.3,5,-6,98
Fc1ccc(-n2cc(-c3ccccc3)c3c(=S)nc[nH]c32)cc1,0.9,1,-2,2,-2,0,-0.8,-5,-5,106
CC(C)CCc1noc(CN(C)CC2CCN(Cc3ccccc3)CC2)n1,0.4,1,1,-2,-2,1,-0.5,-2,0,108
O=C(CN1CCN(c2ncccn2)CC1)N(Cc1ccccc1)c1ccc(F)cc1,-0.7,12,0,-2,2,1,0.6,4,8,107
CN1CCN(C(=O)c2cc(Cl)cc(Cl)c2)CC1,-2.8,-21,5,0,-5,2,5.6,14,1,125
Cc1ccc(N(C(=O)CCCC(=O)Nc2ccccn2)C(C(=O)NC2CCCC2)c2ccc(O)cc2)cc1C (centres undefined),-3.5,9,-1,1,-6,1,-1.1,18,-1,103
O=C(NCCCn1ccnc1)c1cccc(S(=O)(=O)N2CCCCCC2)c1,-1.2,15,-2,-11,16,1,1.9,7,-5,nt
COc1ccc(N2CC(C(=O)Nc3cccc(OC(C)C)c3)CC2=O)cc1 (centres undefined),-0.9,-8,1,-1,-11,-1,-0.7,5,-4,115
Nn1c(SCc2ccc(Br)cc2)nnc1-c1cccnc1,-2.6,16,0,-2,5,-3,-0.5,13,0,nt
COc1ccc(CC(=O)Nc2ccc(/C(C)=N/NC(=O)c3ccc(OC)cc3OC)cc2)cc1,-3.8,-9,2,3,-6,-5,-1.4,12,2,106
COc1ccc(C(CC(=O)c2ccc(C)cc2)C(C#N)C#N)cc1OC (centres undefined),-0.6,14,2,nt,-13,-5,1.0,4,-1,97
Cc1ccccc1NC(=O)Cn1cnc2c1c(=O)n(C)c(=O)n2C,nt,2,2,nt,-5,-3,-0.6,nt,-8,100
Cc1cc(S(=O)(=O)N2CCCC2)ccc1OCC(=O)NCc1ccccc1,-2.9,1,6,-1,-3,-4,-1.5,15,-3,107
CCOc1ccccc1NC(=O)Cc1ccccc1OC,-1.1,0,-3,nt,-6,-5,-0.6,6,-2,88
O=C(/C=C/c1cc(Br)ccc1O)c1ccco1,-1.3,-3,-1,-19,-4,-13,0.6,7,1,93
COc1ccccc1N1CC(C(=O)NCCC2=CCCCC2)CC1=O (centres undefined),-2.8,24,1,7,-1,-2,0.5,12,-1,104
Cc1cccc(C)c1NC(=O)C(c1ccc(Cl)cc1Cl)N1CCCCC1 (centres undefined),-0.3,3,-5,-7,2,-3,0.5,2,-4,nt
COc1ccc(CCNC(=O)COC(=O)/C=C/c2cc(OC)c(OC)c(OC)c2)cc1OC,-2.2,43,5,0,0,-2,0.1,11,2,99
CC(C)CNS(=O)(=O)c1cc(C(=O)OCC(=O)N(C)C2CCS(=O)(=O)C2)c(Cl)cc1Cl (centres undefined),-2.0,-2,-2,53*,1,3,-0.9,10,2,93
COc1ccc(C(=O)NC(Cn2ccnc2)C(C)(C)C)cc1OC1CCN(C(C)C)CC1 (centres undefined),-1.5,0,6,1,-6,-6,0.5,10,4,105
COc1ccc(Cl)cc1S(=O)(=O)Oc1ccc(NC(C)=O)cc1,-1.0,23,0,nt,-3,0,-1.1,6,0,98
COc1ccc(/C=C/C(=O)N2c3ccccc3Sc3ccc(C(F)(F)F)cc32)cc1,-0.7,-3,3,-4,-6,-4,1.0,4,14,98
COc1ccc(/C=N/S(=O)(=O)CCc2ccccc2)c(OC)c1,-2.2,-9,7,3,2,-1,2.1,11,0,90
Cc1ccc(-c2ccc(NC(=O)C3C4C=CC(C4)C3C(=O)O)cc2)o1 (centres undefined),-1.5,12,1,nt,-6,-2,1.1,8,3,nt
O=C(CN(C(=O)CCC(=O)Nc1nccs1)c1cccc(F)c1)NCCc1ccccc1,-2.5,-7,-1,-1,-16,-1,0.6,13,-5,117
Cc1occc1C(=O)N1CCCC(N2CCN(c3ccccc3F)CC2)C1 (centres undefined),-0.2,2,0,0,-10,-1,0.4,1,2,nt
O=C(CSc1nc2ccccc2[nH]1)N/N=C/c1ccncc1,nt,19,-5,3,nt,nt,nt,nt,nt,113
COc1cc(C=O)ccc1OC(=O)N1CCOCC1,-0.2,19,1,1,-7,2,1.3,1,-2,109
CC(C)(C)[C@H]1COC(=O)CC/C=C\C[C@H](CC(=O)N(CCO)Cc2ccccc2)C(=O)N1,-5.2,22,-7,0,12,-2,0.7,24,-7,101
CCOC(=O)c1c(C)oc2c1c(C(c1ccccc1)N1CCOCC1)c(O)c1ccccc12 (centres undefined),2.1,-4,2,40*,-2,-1,2.2,-10,0,101
COc1ccc(OC)c(S(=O)(=O)Nc2ccc(F)cc2)c1,-2.9,36,3,-1,-1,12*,3.0,16,-8,101
O=C(Nc1ccc(Cl)cc1)Nc1ccc(S(=O)(=O)Nc2ncccn2)cc1,-0.7,10,1,-2,-1,-7,-1.0,3,9,99
COc1cccc(C2CC(c3ccc(C(C)C)cc3)n3nc(N)nc3N2)c1 (centres undefined),-1.3,9,1,-1,-7,-1,-1.1,7,-2,107

# In the list so far, seven have a Cl atom.
SMILES,OPRM1-OPRD1 ag,Arr AP2 block,V-ATPase pH,Wnt bcat act,Cardiac RTF inh,Keap1 Nrf2 FP,LANA DNA inh,MOR-DOR inv ag,RTF Ca sens act,Pemphigus Ab inh
O=C(Nc1ccc(Cl)c(Cl)c1)N1N=CCC1c1ccccc1 (centres undefined),5.4,32,-5,-1,4,-6,-0.9,-31,-4,99
Cc1cc(Cl)ccc1OCC(=O)NNC(=O)c1cnccn1,-3.4,-8,2,-3,-4,-3,-0.1,18,0,103
CN1CCN(C(=O)c2cc(Cl)cc(Cl)c2)CC1,-2.8,-21,5,0,-5,2,5.6,14,1,125
Cc1cccc(C)c1NC(=O)C(c1ccc(Cl)cc1Cl)N1CCCCC1 (centres undefined),-0.3,3,-5,-7,2,-3,0.5,2,-4,nt
CC(C)CNS(=O)(=O)c1cc(C(=O)OCC(=O)N(C)C2CCS(=O)(=O)C2)c(Cl)cc1Cl (centres undefined),-2.0,-2,-2,53*,1,3,-0.9,10,2,93
COc1ccc(Cl)cc1S(=O)(=O)Oc1ccc(NC(C)=O)cc1,-1.0,23,0,nt,-3,0,-1.1,6,0,98
O=C(Nc1ccc(Cl)cc1)Nc1ccc(S(=O)(=O)Nc2ncccn2)cc1,-0.7,10,1,-2,-1,-7,-1.0,3,9,99
